Assay outcomes deposited in PubChem by several laboratories.
TROY signal inh = TROY signaling inhibition; AID 1347056; 0.98% of 360,000 active; inhibition, % at 10 µM; Q293 LMP1-TROYcd NF-kB luciferase reporter, 4 h;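 active = compounds whose plate-normalised and pattern-corrected inhibition of the luciferase reporter signal at the single screening dose is 50% or more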
SRC2 inh = human SRC2 (NCOA2) inhibition; HEK293 GAL4-SRC2 luciferase reporter, luminescence; inhibition, % at 9 µM; 0.17% of 370,000 active;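 active = inhibition above the mean inhibition of all tested compounds plus 3 SD, set per campaign, cut at about 52% in these data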;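 also: 0% = DMSO treated cells and 100% = cells given Gossypol at 36 µM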
NOD2 RIPK2 PPI = NOD2-RIPK2 protein interaction inhibition; O43353; CHO BLA complementation NOD2-RIPK2, CCF4 ratio; inhibition, % at 4.98 µM; 0.38% of 360,000 active; AID 624267; in the data active = inhibition above about 21%;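 also: 0% = vehicle only and 100% = reference blocker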
NCOA1 inh = human NCOA1 inhibition | inhibition, % at 3.6 µM | HEK293 GAL4-SRC1 luciferase reporter, luminescence | 0.12% of 360,000 active;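 active = inhibition above the campaign mean plus 3 SD, with each screening campaign given its own cutoff, cut at about 60% in these data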;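 also: 0% = DMSO treated cells and 100% = gossypol at 36 µM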
NR5A2 inv ag = NR5A2 inverse agonism in reporter assay | O00482 | 0.13% of 360,000 active | inhibition, % at 3.6 µM | HEK293T StAR-luciferase reporter, LRH-1 transfected, 24 h;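 active = inhibition above the mean inhibition of all tested compounds plus 3 SD, cut at about 73% in these data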;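 also: 0% = DMSO wells and 100% = reporter-only cells lacking LRH-1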
Target sequence (O00482 whole entry, looked up): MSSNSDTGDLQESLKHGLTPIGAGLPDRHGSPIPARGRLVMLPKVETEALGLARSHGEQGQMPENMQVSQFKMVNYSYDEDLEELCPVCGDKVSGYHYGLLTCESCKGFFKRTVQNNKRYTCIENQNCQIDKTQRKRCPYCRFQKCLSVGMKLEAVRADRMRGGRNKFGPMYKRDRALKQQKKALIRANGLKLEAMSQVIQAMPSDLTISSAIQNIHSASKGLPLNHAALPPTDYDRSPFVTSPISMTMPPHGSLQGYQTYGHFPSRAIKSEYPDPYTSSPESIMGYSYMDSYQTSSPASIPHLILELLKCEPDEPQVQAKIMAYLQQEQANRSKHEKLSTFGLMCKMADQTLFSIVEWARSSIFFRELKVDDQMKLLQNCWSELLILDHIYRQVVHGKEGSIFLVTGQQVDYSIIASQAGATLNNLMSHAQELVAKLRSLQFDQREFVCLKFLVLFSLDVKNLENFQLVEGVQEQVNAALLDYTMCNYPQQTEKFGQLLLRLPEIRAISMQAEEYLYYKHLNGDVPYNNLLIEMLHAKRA
NR2F2 inh = inhibitors of human COUP-TFII (NR2F2) | P24468 | HEK293T NGFI-A luciferase reporter, luminescence | inhibition, % at 8.6 µM | 0.7% of 370,000 active;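 active = inhibition above a per-plate cutoff, mean inhibition of test wells between control levels plus 3 SD, cut at about 38% in these data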;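 also: cells cotransfected with COUP-TFII expression vector driving the NGFI-A reporter; 0% = median of COUP-TF2 test wells and 100% = reporter-only cells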
Target sequence (P24468 whole entry, looked up): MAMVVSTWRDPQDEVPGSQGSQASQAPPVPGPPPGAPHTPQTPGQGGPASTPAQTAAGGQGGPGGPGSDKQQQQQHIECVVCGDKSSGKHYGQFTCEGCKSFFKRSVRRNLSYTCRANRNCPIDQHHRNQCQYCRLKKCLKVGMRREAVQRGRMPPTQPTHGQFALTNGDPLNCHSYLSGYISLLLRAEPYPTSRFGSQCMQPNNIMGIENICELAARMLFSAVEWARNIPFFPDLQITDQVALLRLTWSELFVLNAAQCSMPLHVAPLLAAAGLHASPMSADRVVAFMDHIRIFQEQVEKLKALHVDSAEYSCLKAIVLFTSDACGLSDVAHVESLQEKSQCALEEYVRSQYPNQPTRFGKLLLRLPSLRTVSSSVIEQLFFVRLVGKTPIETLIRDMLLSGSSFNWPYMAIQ
Vif imaging = HIV Vif inhibition | HEK293T cells, Vif self-association by quenched fluorescence, imaging, 24 h | inhibition, % at 7.49 µM | 0.35% of 340,000 active; in the data active = inhibition above about 50%, passing the limit was not always enough; also: some results filed as inactive read as strong as hits
LMP1 NFkB inh = Epstein-Barr LMP1 NF-kappaB reporter inhibition; 0.69% of 350,000 active; inhibition, % at 12.5 µM; LMP1-induced NF-kappaB luciferase reporter cells, luminescence; in the data active = inhibition above about 41%;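 also: 0% = neutral control wells and 100% = reference inhibitor control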
TRAIL sens C8 = caspase-8 TRAIL sensitization; NB7+C8 cells + TRAIL, ATPlite viability luminescence; inhibition (viability loss, TRAIL sensitization), % at 10 µM; 1% of 360,000 active; AID 624354;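 active = compounds causing at least 50% loss of cell viability in the single-dose screen, relative to plate controls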
NCOA3 inh = inhibitors of human steroid receptor coactivator 3 (SRC3). Q9Y6Q9. HEK293 GAL4-SRC3 luciferase reporter, luminescence. inhibition, % at 3.6 µM. 0.17% of 360,000 active;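 active = inhibition above a per-campaign cutoff, the mean of all compounds plus 3 SD, cut at about 60% in these data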;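 also: 0% = DMSO-treated cells and 100% = gossypol-treated cells at 36 µM; higher means less SRC3-driven luciferase light from the GAL4 reporter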
TLR9-MyD88 inh = TLR9-MyD88 interaction inhibition. inhibition, % at 4.98 µM. CHO BLA complementation TLR9-MyD88, CCF4 FRET ratio. 0.21% of 340,000 active. Q9NR96+Q99836;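 active = inhibition above the mean over all tested compounds plus 3 SD, cut at about 21% in these data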;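 also: 0% = DMSO only wells and 100% = clavulanate BLA inhibitor control wells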
* hit, by the source's call; / = not tested or not shown. An excerpt; the hit share may differ from the screen's.

Value order: NCOA3 inh	NR5A2 inv ag	NR2F2 inh	NOD2 RIPK2 PPI	NCOA1 inh	LMP1 NFkB inh	Vif imaging	SRC2 inh	TROY signal inh	TLR9-MyD88 inh	TRAIL sens C8
1	Cc1ccc2cc(CNCCc3ccccc3C)c(=O)[nH]c2c1
→ -2	-1	8	3	-48	5	2	-17	6	-3	-9
2	O=C1NC(=O)N(c2ccc(F)cc2)C(=O)/C1=C/c1ccsc1
→ -7	-27	0	-2	4	-11	23	17	-7	2	-4
3	CC1C(=O)OC2CCN3CC=C(COC(=O)C(C)(O)C1(C)O)C23 (stereo not drawn)
→ 13	12	-4	-3	2	-3	-5	9	-6	2	1
4	O=S(=O)(c1cccc2ccccc12)N1Cc2ccccc2-n2nncc2C1
→ 3	21	3	-9	-8	9	0	19	27	6	18
5	O=C(C1CC(c2ccc(Cl)c(Cl)c2)=NO1)N1CCC2(CC1)OCCO2 (stereo not drawn)
→ -60	-127	-19	-7	-51	-22	-1	-26	-52	13	-13
6	CC1C=CCCC12C(=O)NC(=O)NC2=O (stereo not drawn)
→ -4	-6	14	-15	-9	-5	0	1	-2	-4	-4
7	O=C1C2CCN(CC2)C12CC2c1ccc(C(F)(F)F)cc1 (stereo not drawn)
→ 13	4	14	-14	0	-1	-6	-13	7	-3	24
8	CCCCn1c(=O)c(C(=O)NC(C)c2ccccc2)c(O)c2ccccc21 (stereo not drawn)
→ -4	5	-2	-10	-3	-2	7	6	2	-11	-4
9	Cc1c(C=O)c2ccccc2n1Cc1ccc(F)cc1
→ 1	18	19	-10	-4	-6	-15	4	-11	-11	-10
10	CC(=O)c1cccc(OCC(O)CN2CC=C(c3ccccc3)CC2)c1 (stereo not drawn)
→ -2	-16	-6	-7	1	-1	-11	-15	10	1	10
11	CCc1nn2c(=O)c(F)c(N3CCNCC3)nc2s1
→ -3	-7	-2	-1	-5	/	/	-6	-6	/	-8
12	Cc1nc2ccccc2c(=O)n1-c1cccnc1
→ 2	-15	-4	-8	6	-4	6	0	1	4	-5
13	NC(N)=Nc1ccc2[nH]c3c(c2c1)C[C@@]1(O)[C@H]2Cc4ccc(O)c5c4[C@@]1(CCN2CC1CC1)[C@H]3O5
→ -32	-2	/	0	-20	-5	3	/	5	-11	11
14	Cc1ccc2c(c1)N(N=O)CCC2
→ -13	0	-7	-7	-7	3	4	-9	2	7	8
15	COC(=O)C1=C(c2ccc3ccccc3c2)C[C@@H]2CC[C@H]1N2C(=O)N1CCCC1
→ 6	4	/	0	23	8	-5	/	6	6	12
16	O=c1[nH]c(=S)n(-c2ccccc2Cl)c(O)c1C=NCCN1CCNCC1
→ -14	11	-8	-5	2	-2	-11	-1	0	-1	12
17	O=C(c1cccn2c(=O)c3cc(Br)ccc3nc12)N1CCC2(CC1)OCCO2
→ 19	-8	2	-2	-4	3	-2	-45	21	13	-8
18	Cc1cc(OCC(=O)NCC(O)c2ccccc2)c2c3c(c(=O)oc2c1)CCCC3 (stereo not drawn)
→ 17	25	10	-6	3	-14	-8	-27	7	-4	-3
19	Cc1c2cnn(CC(=O)N3CCC4(CC3)OCCO4)c(=O)c2c(C)n1Cc1ccc(F)cc1
→ 12	20	9	-14	-14	0	-6	22	-6	9	-8
20	CC(=NCc1cccnc1)c1c(O)n(-c2ccccc2C)c(=O)[nH]c1=O
→ 22	9	25	0	-5	-4	11	-10	8	-5	9

An excerpt from above with just LMP1 NFkB inh, Vif imaging and TLR9-MyD88 inh.
| No. | structure | LMP1 NFkB inh | Vif imaging | TLR9-MyD88 inh |
| --- | --- | --- | --- | --- |
| 16 | O=c1[nH]c(=S)n(-c2ccccc2Cl)c(O)c1C=NCCN1CCNCC1 | -2 | -11 | -1 |
| 6 | CC1C=CCCC12C(=O)NC(=O)NC2=O (stereo not drawn) | -5 | 0 | -4 |

Compound profiles (already shown). Order of screens: NCOA3 inh	NR5A2 inv ag	NR2F2 inh	NOD2 RIPK2 PPI	NCOA1 inh	LMP1 NFkB inh	Vif imaging	SRC2 inh	TROY signal inh	TLR9-MyD88 inh	TRAIL sens C8
`CCc1nn2c(=O)c(F)c(N3CCNCC3)nc2s1` reads -3	-7	-2	-1	-5	/	/	-6	-6	/	-8
`O=C(c1cccn2c(=O)c3cc(Br)ccc3nc12)N1CCC2(CC1)OCCO2` reads 19	-8	2	-2	-4	3	-2	-45	21	13	-8
`Cc1c2cnn(CC(=O)N3CCC4(CC3)OCCO4)c(=O)c2c(C)n1Cc1ccc(F)cc1` reads 12	20	9	-14	-14	0	-6	22	-6	9	-8
`O=c1[nH]c(=S)n(-c2ccccc2Cl)c(O)c1C=NCCN1CCNCC1` reads -14	11	-8	-5	2	-2	-11	-1	0	-1	12

Additional structures:
Value order: NCOA3 inh	NR5A2 inv ag	NR2F2 inh	NOD2 RIPK2 PPI	NCOA1 inh	LMP1 NFkB inh	Vif imaging	SRC2 inh	TROY signal inh	TLR9-MyD88 inh	TRAIL sens C8
21	Cc1ccc(-n2c(O)c(C=Nc3ccc(S(=O)(=O)N(C)C)cc3)c(=O)[nH]c2=O)cc1
→ 1	0	-2	-8	-9	6	/	-11	4	5	24
22	Cc1cccc(-n2c(O)c(/C=C/C=Nc3ccccc3)c(=O)[nH]c2=O)c1
→ 2	-16	3	-4	-8	-10	-6	-11	-13	0	-3
23	CCc1ccc2c(CN3CC=C(c4ccccc4)CC3)cc(=O)oc2c1
→ 8	-7	21	0	-1	-2	3	-25	-4	-7	-3
24	O=c1[nH]c(=O)n(CCC2=CCCCC2)c(O)c1C=NC1CCN(Cc2ccccc2)CC1
→ 35	23	52*	0	11	-3	-6	26	25	-11	22
25	Cc1ccccc1-n1c(O)c(/C=N/Nc2nc3c(c(=O)n(C)c(=O)n3C)n2C)c(=O)[nH]c1=S
→ 5	0	-27	5	3	0	0	5	-2	-8	-9
26	CC(C)(C)NC(=O)NC(=O)CN1CC=C(c2ccccc2)CC1
→ 13	1	10	0	-11	-1	-1	22	29	3	-3
27	COc1cccc(OCc2cc(C(=O)N3C[C@H]4C[C@@H](C3)c3cccc(=O)n3C4)no2)c1
→ -112	-86	-45	-2	-84	-29	7	-32	-41	0	-11
28	O=C(CCCOc1ccc(Cl)cc1Cl)N1CCC2(CC1)OCCO2
→ -8	4	-33	5	-16	-15	12	-26	-17	0	-5
29	[N-]=[N+]=NCc1cn2cccnc2n1
→ 8	1	-18	-2	7	-9	2	2	-11	7	-2
30	Cc1cc(NC(=O)CCC(=O)N2CCC3(CC2)OCCO3)no1
→ 12	14	10	-1	8	-4	1	-3	5	7	-1
31	CCOP(=O)(OCC)C(C)(C)NC(=O)C(Cl)(Cl)Cl
→ 6	8	-11	-9	-9	7	1	-1	2	-6	-1
32	CCC(C)OC(=O)c1c(N)n(Cc2cccs2)c2nc3ccccc3nc12 (stereo not drawn)
→ 24	18	7	-3	8	9	-4	-4	18	-7	-4
33	CC1([N+](=O)[O-])COP(=O)(Nc2cccc(Cl)c2)OC1 (stereo not drawn)
→ -15	15	3	-6	4	3	-3	11	6	-4	2
34	CCCN1CCCC(C(=O)c2cc(C)c(OC)c(C)c2)C1 (stereo not drawn)
→ 2	-44	-17	-14	2	-32	-9	-4	-2	-3	-13
35	COCCN(C(=O)COC(=O)Cc1ccccc1)c1c(N)n(Cc2ccccc2)c(=O)[nH]c1=O
→ -2	0	-7	1	3	5	4	-1	-6	-5	-7
36	CN(C)c1ccc(/C=C2/C(=N\O)C3CCN2CC3)cc1
→ -32	-38	-19	6	-52	-22	-8	-44	-18	0	9
37	CCc1c(-c2ccccc2)nc2ccccc2c1C(=O)N1CCC2(CC1)OCCO2
→ -22	-14	6	3	-7	7	22	-6	-2	4	3
38	C=CCn1c(O)c(C(C)=NCCN2CCOCC2)c(=O)[nH]c1=O
→ 20	1	6	-4	-1	0	0	-7	-10	-9	8
39	S=C1NC2(CCCCC2)NC12CCCCC2
→ -2	-11	10	-12	-1	7	-3	11	-11	-8	-2
40	O=P(O)(Oc1ccccc1)c1ccccc1
→ 7	4	0	-5	-3	9	12	-40	4	-9	-8
41	CCC(C)n1c(O)c(C=NCc2cccnc2)c(=O)[nH]c1=S (stereo not drawn)
→ 6	5	10	-11	4	3	-2	-36	4	5	16
42	Cc1nn(Cc2ccccc2)c(C)c1C(=O)OCC(=O)Nc1ccccc1SCC#N
→ 2	44	-11	-4	-10	0	-20	-22	-2	1	-14
43	CCN(CC)C(=O)c1ccc(NC(=O)c2cccc(S(=O)(=O)N3CCN(Cc4ccccc4)CC3)c2)cc1
→ 24	23	1	-4	39	18	-42	21	18	-2	8
44	Cc1[nH]c2ccccc2c1CCNCc1cccnc1
→ -10	2	12	-8	-9	-5	2	-18	5	7	-3
45	COC(=O)C1=C(c2ccc(S(C)(=O)=O)cc2)C[C@@H]2CC[C@H]1N2C(=O)NCc1ccccc1
→ -1	9	8	-1	0	-8	-1	-23	1	-5	-4
46	COc1cc(CC2C(=O)N(C)C(=O)N(C)C2=O)ccc1OCc1ccccc1
→ -40	-64	-4	-3	-32	-16	1	-24	-53	-4	-14
47	Cc1nn(Cc2ccccc2Cl)c(C)c1C(=O)NC1CCCc2ccccc21 (stereo not drawn)
→ 14	-15	-4	-3	-8	-1	-1	-26	1	5	-1
48	CC(C)N1OC2CC1c1nc3ccccc3n1C2 (stereo not drawn)
→ 23	-5	9	-11	-15	-4	6	-3	-2	-3	0

Reformatted with one line to a screen: 3 of the compounds above
[34] CCCN1CCCC(C(=O)c2cc(C)c(OC)c(C)c2)C1 (stereo not drawn)
[31] CCOP(=O)(OCC)C(C)(C)NC(=O)C(Cl)(Cl)Cl
[40] O=P(O)(Oc1ccccc1)c1ccccc1
compound no.	34	31	40
NCOA3 inh	2	6	7
NR5A2 inv ag	-44	8	4
NR2F2 inh	-17	-11	0
NOD2 RIPK2 PPI	-14	-9	-5
NCOA1 inh	2	-9	-3
LMP1 NFkB inh	-32	7	9
Vif imaging	-9	1	12
SRC2 inh	-4	-1	-40
TROY signal inh	-2	2	4
TLR9-MyD88 inh	-3	-6	-9
TRAIL sens C8	-13	-1	-8
